# All columns: NCI-60 one-dose screen, growth in % after 48 h at 10 µM unless noted; 100 = growth as untreated, 0 = no growth, -100 = all killed.
# PC-3: PC-3 prostate cancer cells. 3.9% of 80,000 active. AID 1794754
# OVCAR-3: OVCAR-3 ovarian cancer; 7% of 79,000 active
# SF-268: SF-268 CNS cancer cells. 3.1% of 82,000 active
# OVCAR-8: OVCAR-8 ovarian cancer | 4.4% of 81,000 active
# OVCAR-5: OVCAR-5 ovarian cancer; 2.9% of 82,000 active; AID 1794783
# U251: U251 CNS tumor cells. 5.4% of 80,000 active. AID 1794753
# OVCAR-4: OVCAR-4 ovarian cancer cells | 3.7% of 80,000 active | AID 1794784
# SK-OV-3: SK-OV-3 ovarian cancer cells; 3.2% of 80,000 active
# DU-145: DU-145 prostate cancer | 4.2% of 81,000 active
# The depositor's hits bear a star; / = not tested or not shown. Rule for the calls: active = growth percent below 10; inactive = the rest. Rows are unselected; overall some 9.5% were active at least once.
# Start of the listing, in advance, 6 compounds:
canonical_smiles	PC-3	OVCAR-3	SF-268	OVCAR-8	OVCAR-5	U251	OVCAR-4	SK-OV-3	DU-145
CCOc1ccc(N=Nc2ccc(N)cc2N)cc1	83	91	93	100	88	90	96	113	110
CCOC(=O)c1c2c(c(-c3ccc(OC)cc3)n1Cc1cccc(OC)c1)CCCc1cnoc1-2	67	/	92	92	90	88	86	95	96
CS(=O)(=O)c1ccc(NN)c([N+](=O)[O-])c1	87	114	112	110	99	106	92	105	112
CCC(=O)C(CC)c1ccc(C)cc1 (stereo not given)	101	116	106	101	108	98	107	103	112
CC[C@H](Nc1ncnc2nc[nH]c12)c1nc2cccc(CC(=O)c3ccc(C(=O)NO)cc3)c2c(=O)n1-c1ccccc1	74	77	83	81	98	89	78	99	101
Nc1cc2c3ccccc3ccc2c2ccccc12	53	81	83	88	100	70	63	97	111

# Main list, from the start:
canonical_smiles	PC-3	OVCAR-3	SF-268	OVCAR-8	OVCAR-5	U251	OVCAR-4	SK-OV-3	DU-145
CCOc1ccc(N=Nc2ccc(N)cc2N)cc1	83	91	93	100	88	90	96	113	110
CCOC(=O)c1c2c(c(-c3ccc(OC)cc3)n1Cc1cccc(OC)c1)CCCc1cnoc1-2	67	/	92	92	90	88	86	95	96
CS(=O)(=O)c1ccc(NN)c([N+](=O)[O-])c1	87	114	112	110	99	106	92	105	112
CCC(=O)C(CC)c1ccc(C)cc1 (stereo not given)	101	116	106	101	108	98	107	103	112
CC[C@H](Nc1ncnc2nc[nH]c12)c1nc2cccc(CC(=O)c3ccc(C(=O)NO)cc3)c2c(=O)n1-c1ccccc1	74	77	83	81	98	89	78	99	101
Nc1cc2c3ccccc3ccc2c2ccccc12	53	81	83	88	100	70	63	97	111
Cc1cc(=O)[nH]n1-c1ccc(C#N)cc1N	101	120	113	102	101	104	100	98	123
C/C(=N/NC(=O)c1cc2ccccc2oc1=N)c1ccccc1	102	100	101	108	109	100	96	108	99
C=C(C)[C@@H]1CC[C@]2(C)[C@H](CC[C@@H]3[C@@H]([C@@](C)(O)CCC=C(C)C)CC[C@]32C)[C@@]1(C)CCC(=O)N[C@@H](Cc1ccccc1)C(=O)OC	96	105	101	104	102	96	97	101	113
NC(=O)NNC(=O)c1ccccc1	96	111	107	110	109	98	108	123	115
Cc1ccc(C)c(-c2csc(Nc3ccc(C)c(C)c3)n2)c1	64	67	76	55	94	8.1*	55	78	/
O=C(c1ccccc1O)N1CCOCC1	114	137	113	108	105	107	121	108	116
COC(=O)C(CC(=O)c1ccccc1)C(c1ccccc1)[N+](=O)[O-] (stereo not given)	88	107	99	98	120	96	114	96	108
COc1cc(N2C(=O)CSC2=S)cc(OC)c1OC	92	114	97	99	101	100	108	113	117
O=C1C(Cl)=C(NC(=O)C2CCCCC2)C(=O)C(Cl)=C1NC(=O)C1CCCCC1	90	134	176	104	106	111	105	99	225

# Reformatted: entries from further up
# Screens in order – PC-3	OVCAR-3	SF-268	OVCAR-8	OVCAR-5	U251	OVCAR-4	SK-OV-3	DU-145
> CC[C@H](Nc1ncnc2nc[nH]c12)c1nc2cccc(CC(=O)c3ccc(C(=O)NO)cc3)c2c(=O)n1-c1ccccc1
→ 74	77	83	81	98	89	78	99	101
> Nc1cc2c3ccccc3ccc2c2ccccc12
→ 53	81	83	88	100	70	63	97	111
> Cc1cc(=O)[nH]n1-c1ccc(C#N)cc1N
→ 101	120	113	102	101	104	100	98	123

# New compounds follow:
canonical_smiles	PC-3	OVCAR-3	SF-268	OVCAR-8	OVCAR-5	U251	OVCAR-4	SK-OV-3	DU-145
Cc1ccc(S(=O)(=O)NCCNc2nccc(-c3c(-c4cccc(N)c4)nc4sccn34)n2)cc1	84	87	87	91	123	101	59	103	97
COc1nc(N)c(CNc2ccccc2)c(=O)n1C	/	105	104	98	91	98	108	105	110
O=C(/C=C/c1ccccc1Cl)c1cccc(OCCCCOc2cccc(C(=O)/C=C/c3ccccc3Cl)c2)c1	91	112	106	100	101	90	106	100	102
Cn1c2ncccc2c2c3c(c4c5ccccc5ccc4c21)C(=O)NC3=O	98	/	93	92	102	100	99	89	98
COc1cccc(OC)c1N	101	106	103	98	109	97	103	107	106
O=C(NCCc1c[nH]c2ccccc12)C1CCN(S(=O)(=O)c2ccc3ccccc3c2)CC1	61	87	77	85	102	87	70	72	92
O=C(Nc1sc2c(c1C(=O)NCc1cccs1)CCCC2)c1ccccc1	97	101	96	87	110	93	86	/	97
Clc1cc(Cl)cc(-c2ccc(-c3ccc(/C=N/NC4=NCCN4)cc3)s2)c1	35	14	76	85	95	-79*	81	/	23
OC[C@H]1OC([S-])[C@H](O)[C@@H](O)[C@@H]1O.[Au+] (stereo not given in full)	78	128	88	104	129	62	97	120	111
CC1=CC2N=NN(Cc3cccc(NC(=O)CCC(=O)O)c3)C2C=C1C (stereo not given)	99	107	99	101	102	101	108	111	112
CCN(CC)C(=O)c1ccccc1Cl	93	99	100	98	104	91	112	101	101
CCCCCCCc1ccc(C(=O)CCN2CCOCC2)cc1	96	108	97	96	100	95	105	104	103
Nc1ccc2c(Cl)cc(Cl)cc2c1	94	102	96	96	117	94	102	100	107
CC(=O)c1cc2c(N)c(C(=O)Nc3ccncc3)sc2nc1C	104	112	99	91	93	90	99	94	107
O=C(Nc1ccccc1)C1CN(CCc2ccccc2)CCS1 (stereo not given)	97	97	95	101	100	107	105	112	104
O=C(CC(=O)C(F)(F)C(F)(F)C(F)(F)F)c1ccco1	91	115	107	111	102	109	101	105	114
O=C(Nc1cccnc1)c1ccc2nc(-c3ccccc3)c(-c3ccccc3)nc2c1	32	62	91	/	100	85	79	96	91
Cc1cc(O)c(C(C)C)cc1N=Cc1ccc(Cl)c(Cl)c1	66	116	106	98	105	88	99	91	110
CCN(CC)CCOC(=O)Nc1cc(C(F)(F)F)ccc1Cl	99	99	91	106	112	106	104	114	113
C=C(C)[C@@H]1CC=C2c3sc(-c4ccc(Oc5ccc(C(F)(F)F)cn5)cc4)nc3C[C@@H](C)[C@]2(C)C1	86	100	96	95	99	96	80	111	99
COc1ccc(-c2cc(-c3cccnc3)nc3sc4c(c23)N=CN2CCN=C42)cc1OC	87	97	95	87	108	87	85	130	99
OCC(Cl)(Cl)C(Cl)(Cl)CO	104	110	109	100	110	/	103	98	105
C/C(=N\NC(=S)Nc1ccc(C)cc1)c1sc(Nc2ccccc2)nc1C	90	108	95	105	100	103	104	88	99
Nc1nonc1-c1nc2ccccc2n1Cc1ccncc1	103	102	89	103	99	92	106	89	106
N[C@H]1CCC[C@@H](O)C1O (stereo not given in full)	103	106	103	106	/	100	111	108	111
Cc1ccccc1N1C(=O)CSC1=S	92	112	132	97	93	96	91	157	136
C=C(C)[C@@H]1CC[C@]2(c3ncc(C)o3)CC[C@]3(C)[C@H](CC[C@@H]4[C@@]5(C)CCC(=O)C(C)(C)[C@@H]5CC[C@]43C)[C@@H]12	57	89	87	94	105	88	86	99	104
COC(=O)c1cccc([N+](=O)[O-])c1C(=O)OC	100	127	111	99	107	106	113	124	113
Clc1ccc(-c2nnc(Cn3c(Cc4cccc5ccccc45)nc4ccccc43)o2)cc1	94	98	94	84	88	105	74	92	98
NC(=O)c1ccc[n+](Cc2ccc(Cl)cc2Cl)c1	89	109	103	99	97	90	109	97	111
CCC(=O)c1cc(C(=O)CC)n2ccc3ccccc3c12	107	106	100	105	112	104	104	101	111
O=C(N/N=C/c1cccc(O)c1)c1ccc2nc(-c3ccc(Cl)cc3)[nH]c2c1	51	103	76	81	187	24	84	64	99
CC1C(/C=N/NC(N)=S)C(C#N)(C#N)C1(C#N)C#N (stereo not given)	93	107	91	101	116	102	103	96	97
CCC(C)COCCOCCCN1C(=O)C2C3C=CC(C3)C2C1=O (stereo not given)	101	111	108	108	101	102	106	112	112
O=c1c2c3c(sc2n2c(CN4CCN(c5ccccc5)CC4)nnc2n1Cc1ccccc1)CCCC3	88	110	102	95	106	96	110	95	107
COc1cccc(-c2nc(-c3ccc(NS(C)(=O)=O)cc3)[nH]c2-c2ccnc(Br)c2)c1	60	81	81	75	87	65	78	101	82
O=C(C[n+]1cccc(Br)c1)c1ccc2ccccc2c1	105	113	104	109	116	101	/	100	110
CC1CCN(CC(=O)Nn2c(COc3ccccc3)nc3ccccc3c2=O)CC1	94	95	99	98	101	81	95	77	101
COc1cc2c(=O)ccn(-c3ccc(N)cc3)c2cc1OC	93	110	93	96	97	99	97	95	104
C[C@H]1CCCN1Cc1nc2ccc(NC(=O)c3ccc4c(cnn4C)c3)cc2[nH]1	98	117	102	110	111	103	102	90	108
CC1=C(C)CC2C(=O)C=CC(=O)C2C1 (stereo not given)	102	112	104	103	110	/	89	100	107
CCOC(=O)N1C(=O)c2ccccc2C1=O	98	118	111	105	112	106	123	118	119
NS(=O)(=O)c1ccc(Nc2nc(SCC(=O)c3ccc(Cl)cc3)nc3c2CCC3)cc1	69	/	96	83	100	89	81	108	88
CCOC(=O)c1c(C)nc2c(c1N)/C(=C/c1ccc[nH]1)C(=O)N2Cc1ccccc1	81	105	95	91	97	88	105	91	99
CCC(C)(C)c1ccc([N+](=O)[O-])cc1	91	111	103	107	130	107	129	109	117
Cc1ccc(-n2c(-c3cc4ccccc4nc3Cl)noc2=O)c(C)c1	56	88	94	77	95	78	72	68	90
CC(=O)OCC(OC(C)=O)C1OC(c2ccccc2)OC(C(COC(C)=O)OC(C)=O)C1OC(C)=O (stereo not given)	97	113	111	95	97	98	95	106	112
C=CC(=O)NC(=O)Nc1ccccc1Cl	78	69	97	85	111	82	103	87	48
COc1nc2c(cc1S(=O)(=O)c1ccccc1)CCc1c-2cnn1-c1ccccc1	50	89	87	76	81	/	77	87	95
COc1cc2c(c(OC)c1OC)C(=O)CC(c1cccc(NC(=O)[C@@H](N)C(C)C)c1)O2 (stereo not given in full)	94	/	101	103	107	101	102	113	104
CCCCCCCCCCCCCCCCCCOCC(COCCOCC[N+]1(CCCCCC(=O)[O-])CCCC1)Oc1ncccn1 (stereo not given)	0.4*	63	33	/	-0.8*	8.2*	/	83	78
N#Cc1ccc(C(F)(F)F)nc1N1CCC(C(=O)Nc2ccc3c(c2)OCO3)CC1	87	106	105	105	91	89	83	92	106
COC(=O)c1nc(Br)cnc1N	97	105	102	106	108	97	105	88	107
CC[N+](C)(C)c1cccc(O)c1	94	112	100	103	104	103	117	113	112
CC(CC(C)(C)C)C(=O)NC(N)=O (stereo not given)	90	114	105	114	110	102	104	104	109
Cn1cc(-c2nc(-c3cccnc3)cs2)c2cccnc21	/	95	92	102	80	100	94	94	91
Clc1ccc(C2=Nc3cccc4cccc(c34)N2)cc1Cl	66	86	/	98	126	104	33	98	110
CSc1nc(Nc2cccc(NC(=O)/C(C#N)=C/c3ccc(N(C)C)cc3)c2)c(C#N)c(-c2cccc([N+](=O)[O-])c2)n1	96	112	101	103	105	/	114	99	111
COc1ccc(-c2cc(-c3cccnc3)nc3sc4c(=O)[nH]c(-c5ccccc5)nc4c23)cc1OC	86	101	101	97	84	94	99	96	94
NC(=Nc1ccccc1)c1ccc2[nH]c3c(c2c1)CCCC3	73	92	93	93	106	82	95	99	103

# (list continues)
canonical_smiles	PC-3	OVCAR-3	SF-268	OVCAR-8	OVCAR-5	U251	OVCAR-4	SK-OV-3	DU-145
Cc1cc(C)cc(NC(=O)Nc2ccc3oc(=O)ccc3c2)c1	105	/	109	97	105	98	106	122	107
COc1ccc2c(O)c(/C=C3\N=Nc4ncccc43)oc2c1C[C@H]1CCNC[C@H]1F	-5.5*	1.3*	-5.7*	5.1*	16	-51*	2.8*	21	7.2*
COc1ccc(-n2cc(-c3ccc(OC)c(OC)c3)nc2SCc2cccc(C#N)c2)cc1	65	89	94	82	82	88	75	114	110
Cn1c(=O)c2[nH]c([N+](=O)[O-])nc2n(C)c1=O	97	/	97	106	106	98	104	109	97
Cc1c(Cn2cc(COc3ccc(Br)cc3)nn2)c(C)c(Cn2cc(COc3ccc(Br)cc3)nn2)c(C)c1Cn1cc(COc2ccc(Br)cc2)nn1	88	89	97	95	97	91	87	/	104
CCOc1cc(C(=O)O)ccc1O	87	122	105	97	104	93	111	110	113
Cn1ccc2cc(NC(=O)Cn3cc(-c4ccccc4)nn3)ccc21	96	119	101	109	104	105	110	/	112
COc1ccc(-c2cc(/C=C3\C(=O)Nc4ccc(Cl)cc43)[nH]n2)cc1	67	32	66	67	93	34	101	60	73
CC(C)CCC[C@@H](C)[C@H]1CC[C@H]2[C@@H]3CC=C4c5sc(Nc6cc(C(F)(F)F)cc(C(F)(F)F)c6)nc5CC[C@]4(C)[C@H]3CC[C@]12C	93	102	101	89	106	96	100	89	104
COc1cc(C=O)ccc1OC(=O)c1cc(-c2ccccc2)n(-c2ccc(S(C)(=O)=O)cc2)n1	113	104	102	101	117	102	98	117	103
CS/C(C#N)=C(\C#N)SC	90	/	98	109	111	98	110	106	108
CC(C)=C/C(C)=C(/C#N)C(=O)OC(C)C	100	114	100	105	110	108	121	102	114
COC(=O)C1(C)CCC[C@]2(C)[C@H]3C[C@H]4C(C(C)C)=C[C@]3(CC[C@@H]12)[C@H]1[C@@H]4[C@@H](OC(=O)c2ccco2)CC[C@@H]1O (stereo not given in full)	75	/	101	96	99	94	100	105	106
CC(=O)Nc1ccc([I+]c2ccc([N+](=O)[O-])cc2)cc1	82	95	99	95	116	81	90	94	107
COc1ccccc1N1CCCSC1=Nc1ccccc1	93	94	99	104	94	105	151	113	100
Cc1ccc(CSc2ncnc3nc[nH]c23)cc1	83	119	113	113	103	119	114	111	108
